Screening data: PubChem, several laboratories
Tb MetRS inh: blocks T. brucei methionyl-tRNA synthetase activity | purified T. brucei MetRS, ATP depletion, Kinase-Glo luminescence | inhibition, % at 11.9 µM | 0.4% of 360,000 active | AID 624268;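 active = inhibition above a per-plate cutoff of the control wells' mean inhibition plus 3 SD, cut at about 5.5% in these data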;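 note: 0% = DMSO wells median and 100% = median of wells with control inhibitor compound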
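assay system = parasite MetRS enzyme | timing = 15 min preincubation, 2 h reaction, all 25 °C | evaluation = percent inhibition relative to median high and low control wells | medium = HEPES buffer containing pyrophosphatase, BSA, spermine, DTT | compound = single dose, 11.9 µM final nominal, 0.9% final DMSO | detection = Kinase-Glo luminescence, ATP depletion format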
Scp1 inh: blocks human Scp-1 phosphatase activity; Q9GZU7; Recombinant Scp1, phosphopeptide, malachite green phosphate absorbance; inhibition, % at 20 µM; 0.88% of 340,000 active; AID 493091;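 active = inhibition above about 50% at 20 µM, limit read from the data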;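 note: plate controls were DMSO wells with enzyme for no effect and wells lacking enzyme for full effect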
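Test system: SCP-1 phosphatase catalytic domain, residues 76-261; measured by: colorimetric phosphate reagent with accelerator and stabiliser, absorbance at 630 nm; timing: enzyme reaction 45 min at room temperature, colour 5 min, stabilisation 30 min; also added: Phosphorylated 17-residue peptide substrate; compound dosing: one concentration, 20 µM, with 1.0% DMSO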
SUMO1 PPI mod: modulators of human SUMO1-mediated protein-protein interactions. SUMO1 binding to a labelled peptide, TR-FRET, 1 h. inhibition, % at 20 µM. 0.33% of 360,000 active. AID 602429; in the data active = inhibition above about 37%
Target sequence (P63165 whole entry, looked up): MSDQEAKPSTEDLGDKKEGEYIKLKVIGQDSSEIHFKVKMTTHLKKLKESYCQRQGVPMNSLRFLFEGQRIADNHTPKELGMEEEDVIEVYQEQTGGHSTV
DNMT1 inh: DNMT1 (human) enzyme inhibition | P26358 | inhibition (reported as % activation of signal), % at 10 µM | 0.83% of 360,000 active | DNMT1 molecular beacon, Hinp1I cleavage, fluorescence; in the data active = inhibition above about 50%
CSN deneddyl inh: CSN deneddylation inhibition; 0.38% of 360,000 active; Purified CSN, SCF-Nedd8-OG deneddylation, fluorescence polarization; inhibition, % at 12.5 µM; Q92905; AID 651999;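 active = pattern-corrected inhibition above about 35%, with an unprinted fluorescence ratio check between 0.5 and 1.5, limit read from the data, passing the limit was not always enough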;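 note: 0% = enzyme with substrate and 100% = substrate without enzyme; some results filed as inactive read as strong as hits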
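Schedule: reaction 90 min, room temperature / Assay system: HEK293T-derived human Csn5 enzyme / Input: Csn5 at 0.24 nM final / Measure: inhibition of Csn5 cleavage, % / Control set: substrate-only high control, full reaction low control / Technique: fluorescence polarization of the substrate / Buffer or medium: Tris/NaCl/DTT buffer, pH 7.5 / Reagent: SCFSkp2-Nedd8OG substrate at 10 nM final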
STEP block: inhibitors of human striatal-enriched phosphatase STEP; P54829; recombinant STEP, OMFP fluorogenic substrate, fluorescence; inhibition, % at 20 µM; 0.25% of 360,000 active; AID 588621;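 active = inhibition at 20 µM, scaled per plate between control wells, above about 37%, limit read from the data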;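 note: 0% = DMSO with enzyme and substrate and 100% = substrate only without enzyme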
Target sequence (P54829 whole entry, looked up): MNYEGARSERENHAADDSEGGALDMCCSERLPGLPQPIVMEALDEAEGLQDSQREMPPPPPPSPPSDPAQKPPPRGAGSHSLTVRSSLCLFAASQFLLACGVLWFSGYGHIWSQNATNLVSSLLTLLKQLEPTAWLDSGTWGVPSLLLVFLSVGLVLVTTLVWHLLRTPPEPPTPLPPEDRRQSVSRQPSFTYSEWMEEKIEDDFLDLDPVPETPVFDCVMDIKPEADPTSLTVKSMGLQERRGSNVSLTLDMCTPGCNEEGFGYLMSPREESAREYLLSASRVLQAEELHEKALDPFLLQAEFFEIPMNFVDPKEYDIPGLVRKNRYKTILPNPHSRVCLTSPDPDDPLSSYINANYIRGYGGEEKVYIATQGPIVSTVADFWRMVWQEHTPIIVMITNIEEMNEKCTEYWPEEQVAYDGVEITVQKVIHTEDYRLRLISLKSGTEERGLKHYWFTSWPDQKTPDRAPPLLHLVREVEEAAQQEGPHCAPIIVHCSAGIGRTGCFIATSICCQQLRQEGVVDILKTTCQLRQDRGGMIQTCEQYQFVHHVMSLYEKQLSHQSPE
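Also added – OMFP at 25 µM · Test system – STEP tyrosine phosphatase · Technique – FITC-channel fluorescence of OMFP product · Schedule – 20 min at room temperature, dark · Evaluation – control-normalized % inhibition with plate pattern correction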
Rpn11 inh: inhibitors of human proteasome Rpn11; O00487; human 26S proteasome, Ub4-pepOG fluorescence polarization; 20S core pre-blocked with epoxomicin; calls only at 20 µM; 0.59% of 360,000 active; AID 588493;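 active = inhibition at 20 µM, scaled to each plate's controls, above about 33%, limit read from the data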
Target sequence (O00487 whole entry, looked up): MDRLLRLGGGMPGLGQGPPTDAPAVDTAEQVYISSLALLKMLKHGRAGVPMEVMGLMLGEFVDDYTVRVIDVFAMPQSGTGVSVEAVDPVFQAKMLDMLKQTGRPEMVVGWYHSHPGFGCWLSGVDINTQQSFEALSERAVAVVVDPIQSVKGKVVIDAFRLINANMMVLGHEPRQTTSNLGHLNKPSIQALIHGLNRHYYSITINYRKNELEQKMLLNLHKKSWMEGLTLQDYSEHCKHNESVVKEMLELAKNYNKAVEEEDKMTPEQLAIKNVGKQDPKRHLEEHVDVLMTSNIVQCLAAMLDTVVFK
MsrA inhibitor: inhibits bovine methionine sulfoxide reductase A; AID 651718; purified bovine MsrA, absorbance read-out; 0.75% of 360,000 active; inhibition, % at 15.5 µM; in the data active = inhibition above about 4.5%;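 note: 0% = vehicle wells with enzyme and 100% = reference inhibitor wells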
LMPTP block: LMPTP (human) inhibition; recombinant LMPTP-A, OMFP fluorogenic substrate, fluorescence intensity; inhibition, % at 20 µM; 0.22% of 360,000 active; AID 651560;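 active = compounds that cut the enzyme signal by at least half of the control window in the single-dose screen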;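 note: plate controls were DMSO wells with enzyme plus substrate for no effect and substrate without enzyme for full effect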
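material = LMPTP-A | quantity = 0.625 nM enzyme | reagent = OMFP substrate, 400 µM final | buffer or medium = Bis-Tris pH 6.0, DTT, detergent | detection = endpoint fluorescence intensity from OMFP dephosphorylation | dosing = single 20 µM dose | read-out basis = % inhibition relative to no-enzyme and uninhibited control wells | control set = no-enzyme and uninhibited controls | timing = 50 min at room temperature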
NadD block: inhibitors of Staphylococcus aureus NadD. inhibition, % at 20 µM. purified NadD enzyme, colorimetric absorbance read-out. 0.78% of 360,000 active; in the data active = inhibition above about 26%; note: some compounds past the cut are filed as inactive
* = called active by the depositor; i = inactive; . = not tested or not shown. Not a hit list; overall some 3.9% were active at least once.

compound	Scp1 inh	NadD block	SUMO1 PPI mod	STEP block	DNMT1 inh	LMPTP block	MsrA inhibitor	Tb MetRS inh	CSN deneddyl inh	Rpn11 inh
COc1ccc(-c2nsc3c(SCc4ccccc4)ncnc23)cc1	-14.7	-1.8	-0.3	-0.2	0.1	1.7	0.2	0.7	-6.1	i
O=C(NCC(=O)N1CCN(Cc2ccccc2)CC1)c1cccs1	-5.7	-3.7	0.1	-1.6	3.1	-1.1	-0.5	-0.4	0.4	i
CC(=O)Nc1ccc(CCCCc2ccc(NC(C)=O)cc2)cc1	-13.2	-2.3	8.0	-0.8	-11.3	0.2	0.1	0.2	-4.0	i
O=C(c1ccc(NS(=O)(=O)c2ccc(F)cc2)cc1)N1CCOCC1	-2.0	-2.2	4.6	0.8	1.6	-1.0	1.1	-0.3	2.3	i
Oc1ccc(-c2[nH]ncc2-c2ccc(Cl)cc2)c(O)c1	-7.0	7.1	0.2	-4.8	-30.0	1.9	-1.1	0.6	2.4	i
COc1ccc(OC)c(CNC(=O)c2[nH]c(C(F)(F)F)nc2-c2ccccc2)c1	.	-4.4	9.7	-4.1	3.8	0.6	1.3	-1.6	-0.1	i
CN(C(=O)COC(=O)c1ccc2c(=O)n3c(nc2c1)CCC3)C1CCS(=O)(=O)C1 (centres undefined)	-6.1	-1.9	0.0	0.6	-1.1	-0.5	0.0	0.9	-7.5	i
COc1ccc(/C=N/NC(=O)c2ccc(N)cc2)cc1Cn1cc([N+](=O)[O-])cn1	-2.3	0.8	-8.3	0.3	1.3	1.0	3.9	-0.2	3.5	i
N#CCOc1nc(N2CCOCC2)nc(N2CCOCC2)n1	-4.3	-5.7	-3.2	-3.4	4.6	-2.2	-1.2	-0.2	-8.4	i
O=C(CSc1ccc(-c2ccco2)nn1)Nc1ccccc1	2.6	-0.3	-6.8	-1.5	2.9	0.5	-0.2	-0.8	-4.4	i
CC(C)c1nc2n[nH]c(N)c2c2c1CCCC2	-2.0	-1.1	-1.0	-3.9	2.8	-1.6	2.8	-1.5	2.1	i
CNC(=O)COc1ccc(Cl)c2cccnc12	-5.7	3.4	-8.8	-1.9	0.3	0.4	0.7	0.0	4.1	i
NC(=O)CSc1nnc(-c2ccc3c(c2)OCO3)o1	-3.4	-1.2	2.8	-0.7	0.8	4.4	-0.2	-1.1	-7.1	i
Cc1nc(N)nc(N)c1/C=C/C(C)(C)c1ccc(Cl)cc1	6.3	-13.5	4.8	5.8	0.2	80.8*	-1.3	-0.4	0.3	i
O=S(=O)(Nc1cccc2ncccc12)c1cccc(C(F)(F)F)c1	-4.3	1.0	-1.7	-1.5	-13.4	10.2	0.3	-0.4	4.3	i
CC(=O)NCCc1ccc(S(=O)(=O)N2CCOCC2)cc1	-2.0	-4.5	0.2	-2.6	-0.1	1.3	0.9	0.0	3.5	i
O=C(Nc1ccc2cccnc2c1)c1ccc(Br)cc1	0.8	-7.7	-8.4	1.7	3.0	3.9	0.8	-0.8	2.2	i
CCOC(=O)CNC(=O)CSc1cc(C)nc2ccc(OC)cc12	-6.0	-1.9	-1.7	-2.3	3.7	-0.3	3.0	-0.5	-12.9	i
CC1CCCN(CCCNC(=O)c2cc3c(Cl)nc4ccccc4c3s2)C1 (centres undefined)	-6.7	-3.7	-3.7	-3.8	36.0	1.2	-1.2	0.0	-0.1	i
COc1ccc(S(=O)(=O)N2CCSC2c2ccc(OC)c(OC)c2)cc1 (centres undefined)	1.1	-4.5	0.2	-0.5	-1.1	0.0	-0.3	-0.8	2.7	i
CCCc1cc(C(=O)Nc2cccnc2)no1	-5.8	-4.1	-0.3	-1.0	-0.9	-0.4	-0.4	0.0	-1.4	i
OC(COc1ccccc1)CN1CCN(Cc2ccc3c(c2)OCO3)CC1 (centres undefined)	-5.3	10.2	1.9	-1.5	-0.2	-0.5	0.3	0.4	-7.6	i
COc1ccc(N2CCN(C(=O)CCCNC(=O)Cn3cnc4sc(C)c(C)c4c3=O)CC2)cc1	-7.1	-0.3	4.5	4.5	0.1	0.8	-0.1	0.3	0.7	i
C#CCOCCOCCOCCNc1nc(N2CCN(C(=O)Cn3cc(CCCCN)nn3)CC2)nc(N2CCN(C(=O)Cn3cc(CCCN=C(N)N)nn3)CC2)n1	0.8	-4.2	-16.1	-2.3	-2.4	5.1	-0.5	-0.2	1.6	i
C=CCN(C(=O)c1csnn1)C(C(=O)NC1CCCCC1)c1ccc(C)cc1 (centres undefined)	-3.6	1.8	-0.4	1.9	0.8	0.4	-0.6	-0.6	7.2	i
Cc1c(N=C2N=C(NC(=O)c3cccs3)c3ccccc32)c(=O)n(-c2ccccc2)n1C	11.8	31.1*	-43.9	3.0	-5.5	8.3	1.4	-0.1	33.8	.
CN1CCS/C1=C/C=C1/SC(=S)N(Cc2ccccc2)C1=O	-7.8	-1.8	-98.9	-8.5	16.9	12.7	1.1	0.0	76.5	.
O=C1N=C(N2C=CC(=C3C=CNC=C3)C=C2)/C(=C/N=NC(=O)c2ccccc2O)S1	33.2	6.7	-3.8	6.9	13.3	8.5	5.8*	1.0	-13.6	i
Cc1cc(Cl)ccc1NC(=O)Nc1c(C)n(-c2ccccc2)c(=O)n1C	-9.7	-4.1	-2.8	1.6	-1.1	-2.1	-1.0	0.4	6.3	i
CC1(C)CNC(=O)c2sc(N3CCCCC3)nc2C1	-8.0	11.2	-3.9	-2.5	2.1	-0.9	0.3	-0.5	-0.1	i
C[C@H](CO)N1C[C@H](C)[C@@H](CN(C)CC2CCCCC2)Oc2c(NS(=O)(=O)c3ccc(F)cc3)cccc2C1=O	-2.7	8.1	3.6	1.5	1.0	-0.1	-0.5	0.7	-1.4	i
O=C(COc1ccc(-c2nnco2)cc1)N1CCN(S(=O)(=O)c2ccccc2)CC1	-4.2	1.1	-0.7	-0.2	0.6	-0.3	-1.1	-0.3	-0.5	i
COc1ccc(OC)c(C2/C(=C(\O)c3ccc(OC)c(Cl)c3)C(=O)C(=O)N2CCN(C)C)c1 (centres undefined)	-10.4	-0.8	-6.7	-0.7	-1.4	-1.5	1.6	-0.2	1.4	i
O=C(N/N=C/c1nn(-c2ccccc2)cc1-c1ccccc1)c1ccncc1	-9.1	1.0	-6.8	4.0	-6.0	0.4	2.9	0.1	-2.7	i
COc1cc(CNCCO)cc(Br)c1OCc1cccs1	-6.9	-3.7	-6.3	3.7	-0.4	-1.4	-0.1	0.1	0.0	i
COc1ccc(Cl)cc1N(CC(=O)N/N=C/c1ccc(OC(C)C)cc1)S(=O)(=O)c1ccc(C)c([N+](=O)[O-])c1	-1.7	31.2*	1.0	5.5	-5.6	2.2	0.7	-0.2	-0.9	i
O=C(CN1CCN(S(=O)(=O)c2ccccc2)CC1)Nc1ccc(Cl)c([N+](=O)[O-])c1	-6.2	-0.3	-17.2	-1.0	-0.2	2.9	0.2	-0.2	-3.2	i
N/C(=N\S(=O)(=O)c1cc(C(F)(F)F)cc(C(F)(F)F)c1)c1cccs1	-7.0	-4.8	-2.6	1.4	3.6	3.3	-0.7	-0.2	-0.4	i
CCCCOCCCNC(=O)Cc1cccs1	-4.0	0.2	1.9	0.3	0.0	1.5	-0.4	-0.7	3.0	i
CC(C)(C)C(=O)Nc1c2c(nn1-c1cccc(Cl)c1)CS(=O)(=O)C2	-0.5	0.6	0.7	-1.3	-0.2	-0.4	-0.6	0.4	-0.2	i
COc1ccc(NC(=O)COC(=O)c2cccc(S(=O)(=O)N3CCCCC3)c2)c(OC)c1	3.5	-11.0	2.5	2.0	-8.2	1.7	0.2	-0.4	1.9	i
CCCCn1c(N)c(N(CC(C)C)C(=O)C2CCN(S(=O)(=O)c3ccc(C)c(C)c3)CC2)c(=O)[nH]c1=O	43.8	12.8	-2.6	0.1	-2.4	-0.2	0.3	0.1	5.6	i
O=S(=O)(NCC(Nc1ccc(Cl)cc1)c1ccccc1)c1ccccc1 (centres undefined)	-8.2	-5.5	-1.7	-5.0	-20.6	3.7	0.8	0.1	-5.5	i
Cc1[nH]c2ccccc2c1/C=N/NC(=O)c1cccc(S(=O)(=O)Nc2ccccc2Cl)c1	10.6	12.8	18.8	-0.5	-8.7	0.8	2.5	-0.6	-14.3	i
COc1ccc(-c2nnc(SCC(=O)N(C)C3CCS(=O)(=O)C3)n2N)cc1OC (centres undefined)	-3.6	-0.1	0.0	0.0	-3.8	-1.3	1.1	0.7	6.1	i
O=C1C(=O)N(CCCn2ccnc2)C(c2ccc([N+](=O)[O-])cc2)/C1=C(\O)c1ccc2c(c1)OCCO2 (centres undefined)	1.5	12.4	-12.5	2.0	4.6	5.8	2.4	-0.1	-2.1	i
COc1ccc(N2CCN(C(=O)Cn3cnc4sc(C)c(S(=O)(=O)N5CCOCC5)c4c3=O)CC2)cc1	1.8	-7.8	12.2	1.1	-1.5	-1.5	0.4	-0.5	0.5	i
